# Pf gamet viab: late stage P. falciparum gametocyte viability inhibitors, primary screen, ATP luminescence, HTS | P. falciparum stage V gametocytes, 24 h | inhibition, % at 10.9 µM | 150,000 tested, 0.065% active | AID 743093, 2013;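 active means inhibition above the mean plus 3 SD of compounds within the control limits, set per campaign, cut at about 38% in these data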;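 further: 0% = DMSO wells and 100% = medium only without gametocytes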
# RGS8-Gao: RGS8-Galphao binding modulators, primary screen, biochemical, multiplexed bead flow cytometry; AID 1423, 2008; 220,000 tested, 0.34% active; response (percent of control binding), % at 10 µM; actives lie on both sides; in the data active means response below about 60% or above about 140%; inactive means in between;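 further: Galphao activated as the GDP aluminium fluoride complex binding bead-coupled RGS8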
# Rac1 wt modul: wildtype Rac1 GTP binding modulators, primary screen, biochemical, GST-Rac1 beads, flow cytometry, multiplex. GTP binding activity (% of control), % at 10 µM. fluorescent GTP binding; actives lie on both sides; 0 = cold GTP competed, 100 = untreated. 190,000 tested, 0.27% active. Ras-related C3 botulinum toxin substrate 1 (Homo sapiens), P63000. AID 757, 2007;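 active means GTP binding activity at least 20 points away from the 100% control level, either lower or higher; inconclusive means compound flagged as likely green fluorescent, judged across all proteins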
# Rac1 act GTP bind: GTP binding modulators of activated mutant Rac1, primary screen, biochemical, bead-based flow cytometry, multiplex, fluorescent GTP. Ras-related C3 botulinum toxin substrate 1 (Homo sapiens), P63000. GST-Rac1 activated beads; actives lie on both sides; 100% means binding = to untreated wells. percent activity (GTP binding), % at 10 µM. 190,000 tested, 0.11% active. AID 764, 2007;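 active means GTP binding at least 20 percentage points away from the 100% baseline, in either direction, so actives lie on both sides; inconclusive means Compound likely fluorescent itself, or too few beads counted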
# Rab2 wt GTP: modulators of GTP binding to Rab2A wildtype, primary screen, biochemical, dog, bead-based flow cytometry, multiplex. GTP binding activity, % at 10 µM. AID 760, 2007. 190,000 tested, 0.19% active. GST-Rab2 wt beads, Bodipy-GTP binding. Ras-related protein Rab-2A (Canis lupus familiaris), P61105;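 active means GTP binding activity at least 20 points away from 100%, either lowered or raised; inconclusive means signal likely due to the compound's own green fluorescence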;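 further: 0% = beads with excess unlabeled GTP and 100% = no-compound control corrected for plate trend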
# Bim-Mcl-1: inhibitors of Bim peptide binding to Mcl-1, primary screen, biochemical, bead-based flow cytometry, multiplex; Induced myeloid leukemia cell differentiation protein Mcl-1 (Homo sapiens), Q07820; 190,000 tested, 0.1% active; Bim peptide-Mcl-1 binding; inhibition, % at 10 µM; in the data active means inhibition above about 40%;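 further: 0% = no compound tracer wells and 100% = peptide blocker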
# Target sequence (Q07820 whole entry, looked up): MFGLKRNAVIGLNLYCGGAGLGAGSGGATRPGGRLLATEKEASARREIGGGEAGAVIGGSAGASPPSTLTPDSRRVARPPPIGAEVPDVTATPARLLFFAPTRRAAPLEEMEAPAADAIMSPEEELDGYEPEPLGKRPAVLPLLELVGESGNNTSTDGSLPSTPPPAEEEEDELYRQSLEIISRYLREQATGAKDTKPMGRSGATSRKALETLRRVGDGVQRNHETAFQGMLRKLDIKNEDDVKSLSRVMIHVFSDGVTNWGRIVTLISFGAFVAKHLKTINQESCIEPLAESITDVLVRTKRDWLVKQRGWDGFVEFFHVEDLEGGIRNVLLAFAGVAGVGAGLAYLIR
# Cdc42 wt: modulators of GTP binding to wildtype Cdc42, primary screen, biochemical, multiplex bead flow cytometry, Bodipy-GTP | Cell division control protein 42 homolog (Homo sapiens), P60953 | GST-Cdc42 beads; actives lie on both sides | percent activity (GTP binding), % at 10 µM | 190,000 tested, 0.2% active | AID 761, 2007;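 active means percent activity GTP binding at least 20 points away from the 100% baseline, either down as inhibitor or up as activator; inconclusive means compound flagged as likely green fluorescent from well-wide comparison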;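 further: median bead fluorescence of bound Bodipy-FL-GTP at 100 nM; 0% = excess unlabeled GTP control and 100% = no compound control; below 100% means less GTP binding so inhibitor and above means activator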
# Target sequence (P60953 whole entry, looked up): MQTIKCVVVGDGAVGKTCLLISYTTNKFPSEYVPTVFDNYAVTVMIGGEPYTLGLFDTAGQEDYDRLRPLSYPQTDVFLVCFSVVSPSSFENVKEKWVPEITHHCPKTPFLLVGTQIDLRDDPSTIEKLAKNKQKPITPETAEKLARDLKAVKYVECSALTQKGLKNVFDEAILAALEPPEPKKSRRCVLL
# Rab7 wt GTP bind: modulators of GTP binding to Rab7, primary screen, biochemical, wildtype, multiplex bead flow cytometry; GST-Rab7 beads, fluorescent GTP binding; actives lie on both sides; untreated = 100%, excess cold GTP = 0%; GTP binding activity (percent of control), % at 10 µM; 190,000 tested, 0.055% active; AID 758, 2007;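 active means fluorescent GTP binding to Rab7 beads changed by at least 20 points from the 100% baseline, either direction, mostly lower; inconclusive means compound itself probably fluorescent, or too few beads counted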;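 further: median green fluorescence of bound Bodipy-FL-GTP per Rab7 bead population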
# Mcl1 Noxa PPI: Mcl-1/Noxa binding inhibitors, primary screen, biochemical, TR-FRET, 1536-well | TR-FRET Mcl-1/Noxa peptide binding, 2 h | AID 1022, 2008 | inhibition, % at 21.7 µM | Induced myeloid leukemia cell differentiation protein Mcl-1 (Homo sapiens), Q07820 | 220,000 tested, 1.5% active;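 active means compounds that cut the protein-peptide binding signal by more than 50% relative to plate controls in a single-dose test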;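 further: His-tagged Mcl-1 with rhodamine Noxa BH3 peptide and terbium anti-His antibody; 0% = Mcl-1 plus Noxa peptide wells and 100% = peptide-only wells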
# Mcl1-Bid inh: Mcl-1/Bid binding inhibitors, primary screen, biochemical, TR-FRET, 1536-well; Induced myeloid leukemia cell differentiation protein Mcl-1 (Homo sapiens), Q07820; inhibition, % at 21.7 µM; TR-FRET Mcl-1/Bid-Dy647 peptide binding; 220,000 tested, 0.97% active;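 active means compounds that cut the binding signal by more than half at the single screening dose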;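 further: His-tagged Mcl-1 with europium anti-His antibody binding Bid BH3 peptide; 0% = Mcl-1 plus peptide wells and 100% = peptide-only wells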
# HRas wt GTP bind: modulators of GTP binding to HRas wildtype, primary screen, biochemical, bead-based flow cytometry, multiplex; GST-Ras wt beads, Bodipy-FL-GTP binding; actives lie on both sides; GTP binding activity, % at 10 µM; 190,000 tested, 0.14% active; AID 759, 2007;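 active means GTP binding activity at least 20% away from the 100% baseline, either lowered as inhibitor or raised as activator; inconclusive means flagged as likely green fluorescent, judged across all proteins in the well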;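 further: 0% = unlabeled GTP competition control and 100% = no-compound control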
# Target sequence (P01112 whole entry, looked up): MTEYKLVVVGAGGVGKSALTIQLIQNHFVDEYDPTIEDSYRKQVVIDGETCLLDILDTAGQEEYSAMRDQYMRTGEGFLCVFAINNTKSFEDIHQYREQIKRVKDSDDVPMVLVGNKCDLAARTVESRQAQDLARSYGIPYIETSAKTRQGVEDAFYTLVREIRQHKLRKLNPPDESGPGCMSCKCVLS
# * marks the source's active call; other numbers are inactive results; ? = inconclusive; . = no result given. Rows are unselected (roughly 2.9% active in at least one column).
SMILES,Pf gamet viab,RGS8-Gao,Rac1 wt modul,Rac1 act GTP bind,Rab2 wt GTP,Bim-Mcl-1,Cdc42 wt,Rab7 wt GTP bind,Mcl1 Noxa PPI,Mcl1-Bid inh,HRas wt GTP bind
O=C(CN1C(=O)CC(c2ccco2)Sc2ccccc21)Nc1ccccc1F (stereo not given),.,97,102,97,99,-4,101,99,14,-10,96
Cc1cccc(OCCCC(=O)Nc2ccc(S(N)(=O)=O)cc2)c1,1,106,94,95,95,-2,96,93,6,1,94
Cn1c(=O)c2c(nc(N/N=C/c3ccco3)n2C)n(C)c1=O,23,93,74*,85,83,13,83,90,4,-62,85
COc1cccc(C(=O)N(Cc2nc(-c3ccc(C)cc3)no2)C(C)C)c1,.,100,107,100,99,-5,101,100,8,-16,101
Cn1nc(OCc2ccccc2)ccc1=O,.,89,99,97,99,1,101,101,5,2,100
CCc1ccc(-c2nc(CN3CCC(C(=O)NCc4ccccc4OC)CC3)c(C)o2)cc1,2,102,97,96,96,0,99,97,8,-26,98
CCOc1ccc(Oc2nc(N(CC)CC)nc(N3CCOCC3)n2)nn1,6,101,101,98,94,-2,101,96,2,-23,99
Cc1cc(C(=O)Nc2ccc(S(=O)(=O)Nc3nccs3)cc2)c(C)o1,22,98,101,95,96,1,95,101,8,-110,100
COc1cccc(CNC(=O)CSc2cc(=O)n(C)c3ccccc23)c1,16,98,90,93,94,-1,91,93,-6,-1,94
COc1ccc(C(c2sc3nc(C)nn3c2O)N2CCN(Cc3ccccc3)CC2)cc1OC (stereo not given),.,103,105,98,102,1,102,104,17,-24,102
Fc1ccc(-c2c[nH]c(=S)n2Cc2ccccc2)cc1,21,99,96,94,95,0,97,94,12,-77,94
CCOC(=O)N1CCN(S(=O)(=O)c2cc(Br)cnc2N)CC1,.,103,105,97,101,-1,101,95,-8,0,100
COc1cc(OC)c(NC(=O)CCCn2c(=O)oc3ccccc32)cc1Cl,-1,95,88,95,93,0,95,96,-9,-32,96
Cc1cc(C)nc(NC(N)=NCCc2c[nH]c3ccccc23)n1,0,98,99,100,99,0,102,98,17,-26,101
O=c1oc2cc(OCc3c(F)cccc3Cl)ccc2cc1-c1ccccn1,.,94,107,99,101,-3,101,100,4,-11,102
CC1Cc2cc(/C(O)=C3\C(=O)C(=O)N(CCN(C)C)C3c3ccccc3F)ccc2O1 (stereo not given),10,101,98,93,95,-1,95,97,0,-29,98
O=C(O)CNc1ncccc1[N+](=O)[O-],12,100,95,96,95,-5,96,91,29,-12,95
COc1ccc2cc(N=Cc3nc(-c4ccc(C)cc4)oc3O)cnc2c1,.,106,99,96,96,-2,94,95,41,47,96
O=[n+]1c2c(n([O-])c3ccccc31)CCC2,.,95,104,96,101,-4,100,105,-3,-32,100
CC(NC(=O)c1ccc2nc[nH]c2c1)c1ccccc1 (stereo not given),2,106,98,96,97,0,98,98,10,-6,97
COc1ccc(O)c(C(=O)c2cc(C#N)c(=O)n(Cc3ccccc3)c2)c1,-37,97,103,95,103,2,100,112,23,-38,100
CCOc1ccc(N(C(=O)CNC(=O)c2cccs2)C(C(=O)NCC2CCCO2)c2ccc(OC)c(OC)c2)cc1 (stereo not given),0,100,103,98,104,0,102,105,12,-20,102
CCOC(=O)N1CCN(C(=O)C2CCC(=O)N2C(C)C)CC1 (stereo not given),.,99,110,100,102,-7,106,101,2,8,102
N#CCCNc1ccc(OCCC#N)cc1,.,109,97,96,97,-1,98,101,1,-20,99
Cc1ccc(-n2c(CSc3nc(C)cc(C)n3)nnc2SCC(=O)N2CCCC2)cc1,.,100,107,100,103,-3,106,103,12,5,104
Cc1ccc(-n2nnnc2SCC(=O)N2CCc3ccccc3C2)cc1,.,100,102,98,99,-2,102,97,-10,-7,100
NS(=O)(=O)c1ccc(NC(=S)NCc2cccc(Cl)c2)cc1,-6,102,105,98,101,-7,100,103,11,-57,101
COc1cccc(COc2nc3c(c(=O)n(C)c(=O)n3C)n2C)c1,.,121,98,97,94,7,98,93,-13,-14,92
COc1ccc(S(=O)(=O)N2CCC(C(=O)NCC(c3cccs3)N(C)C)CC2)cc1 (stereo not given),-4,102,99,97,97,0,101,92,-1,-5,96
Cc1c(N=C2NC(=O)C(CC(=O)Nc3ccccc3)S2)c(=O)n(-c2ccccc2)n1C (stereo not given),.,103,101,100,103,-2,103,97,8,-30,103
COc1cccc(C(=O)CSc2nc3ccccc3n2CC(=O)N(C(C)C)C(C)C)c1,.,101,102,98,99,4,97,99,1,5,100
NC(=O)NCc1ccc(F)cc1,.,101,97,95,96,1,94,97,-1,-41,95
O=c1c2[nH]c3ccccc3c2nc2n1CCS2,9,103,93,94,92,0,92,93,20,-25,92
COc1ccccc1C1=NNC(=Nc2cccc(S(=O)(=O)N(C)C)c2)SC1,.,100,102,101,99,-3,102,104,29,-17,102
Cc1cc(C)c2nc(NC(=O)c3ccc4c(=O)n5c(nc4c3)CCCCC5)sc2c1,.,100,104,98,98,-3,100,99,20,-16,102
c1ccc(CN2CN=C(Nc3nc4ccccc4s3)NC2)cc1,4,102,107,103,104,1,108,100,12,18,103
Cc1noc(C)c1CSc1nnc(C)c(=O)[nH]1,12,105,99,98,97,0,99,97,14,-1,97
CCOC(=O)c1ccc(S(=O)(=O)NC2CCCCCCC2)n1C,-11,103,?,?,?,-5,?,?,.,-7,?
Cc1cccn2c(CN[C@H]3CCCCNC3=O)c(C(=O)N3CCOCC3)nc12,11,98,97,92,101,0,95,103,8,-21,101
COc1cccc(NC(=O)COC(=O)C2CCN(S(=O)(=O)c3cccs3)CC2)c1,-9,100,97,96,97,1,97,94,8,-6,95
Cc1cc(C)c(S(=O)(=O)N2CCCOC2CNC(=O)C(=O)NCc2ccco2)c(C)c1 (stereo not given),8,91,99,99,99,-1,98,101,4,-8,98
CC(=O)OCC(=O)C1=CCC2C3CCC4=CC(=O)C=CC4(C)C3(F)C(OC(C)=O)CC12C (stereo not given),12,95,97,95,96,-3,98,96,-16,12,95
COc1ccc(NC(=S)NCc2ccc3c(c2)cc(C)n3C)cc1,.,96,101,101,100,-5,100,101,-3,-18,100
Cc1cc(C(=O)CCl)c(C)n1-c1c(C)n(C)n(-c2ccccc2)c1=O,19,103,99,97,98,1,98,97,-7,-54,96
Cc1ccc(C(=O)OCC2OC3OC(C)(C)OC3C2O)cc1 (stereo not given),17,133,102,100,99,-3,99,101,1,0,100
CCCn1nnc(NC(=O)c2ccc(-c3cccc(Cl)c3)o2)n1,32,100,100,98,100,-1,101,103,-14,-10,100
Cc1cc(NC(=O)Cc2ccccc2)ccc1NC(=O)c1cccs1,-12,104,96,94,95,1,94,95,11,-5,95
COc1ccc(-c2nc3ccccc3nc2-c2ccccc2)cc1,14,98,92,91,93,-1,92,92,0,6,91
c1ccc(Nc2nc(-c3ccncc3)nc3ccccc23)cc1,-21,98,104,100,101,-2,103,103,26,-28,100
O=C(NCC1CCCO1)c1ccc(S(=O)(=O)N2CCC(c3nc4ccc(Cl)cc4[nH]3)CC2)cc1 (stereo not given),.,104,102,97,100,-2,101,97,7,-13,99
Cc1ccc(CNC(=O)c2cc3c(=O)n(C)c4ccccc4c3n2C)cc1,.,102,103,98,99,-1,99,99,-50,41,98
CCn1c2ccc(Cl)cc2c2nc3ccccc3nc21,-32,100,92,90,91,1,92,93,11,1,91

# Eleven structures already listed, ordered by heavy-atom count, descending.
SMILES,Pf gamet viab,RGS8-Gao,Rac1 wt modul,Rac1 act GTP bind,Rab2 wt GTP,Bim-Mcl-1,Cdc42 wt,Rab7 wt GTP bind,Mcl1 Noxa PPI,Mcl1-Bid inh,HRas wt GTP bind
O=C(NCC1CCCO1)c1ccc(S(=O)(=O)N2CCC(c3nc4ccc(Cl)cc4[nH]3)CC2)cc1 (stereo not given),.,104,102,97,100,-2,101,97,7,-13,99
CC(=O)OCC(=O)C1=CCC2C3CCC4=CC(=O)C=CC4(C)C3(F)C(OC(C)=O)CC12C (stereo not given),12,95,97,95,96,-3,98,96,-16,12,95
Cc1cc(C)c(S(=O)(=O)N2CCCOC2CNC(=O)C(=O)NCc2ccco2)c(C)c1 (stereo not given),8,91,99,99,99,-1,98,101,4,-8,98
COc1cccc(NC(=O)COC(=O)C2CCN(S(=O)(=O)c3cccs3)CC2)c1,-9,100,97,96,97,1,97,94,8,-6,95
Cc1cccn2c(CN[C@H]3CCCCNC3=O)c(C(=O)N3CCOCC3)nc12,11,98,97,92,101,0,95,103,8,-21,101
Cc1ccc(CNC(=O)c2cc3c(=O)n(C)c4ccccc4c3n2C)cc1,.,102,103,98,99,-1,99,99,-50,41,98
Cc1cc(NC(=O)Cc2ccccc2)ccc1NC(=O)c1cccs1,-12,104,96,94,95,1,94,95,11,-5,95
COc1ccc(-c2nc3ccccc3nc2-c2ccccc2)cc1,14,98,92,91,93,-1,92,92,0,6,91
c1ccc(Nc2nc(-c3ccncc3)nc3ccccc23)cc1,-21,98,104,100,101,-2,103,103,26,-28,100
Cc1ccc(C(=O)OCC2OC3OC(C)(C)OC3C2O)cc1 (stereo not given),17,133,102,100,99,-3,99,101,1,0,100
CCn1c2ccc(Cl)cc2c2nc3ccccc3nc21,-32,100,92,90,91,1,92,93,11,1,91
